Source: PubChem
PKA-R1A act: activators of PKA-R1A complex; activation, % at 11.4 µM; 340,000 tested, 0.083% active; PKA-R1A dissociation, Cy5-IP20 fluorescence polarization; scaled: DMSO 0%, 113 µM cGMP 100%; AID 504707;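 active means percent activation above the mean of all tested compounds plus 3 SD, cut at about 19% in these data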;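 further: higher means more PKAc released from R1A so a rise in polarization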
Tat transport: E. coli Tat transport inhibition | inhibition, % at 10 µM | E. coli MC4100 TorA-mCherry Tat export, fluorescence | 340,000 tested, 0.036% active;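 active means mean replicate inhibition at least 50% and at least half of replicates individually reaching 50%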;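 further: exported cargo escapes ClpAP degradation while cytoplasmic cargo is degraded and loses fluorescence; 0% = median of neutral control wells and 100% = median of NaSCN control wells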
Arrestin-AP2 inh: human beta-arrestin and AP2 interaction inhibition; FITC-arrestin peptide / GST-AP2 beads, flow cytometry; AP2 beta2 appendage carries R879A mutation; 340,000 tested, 0.31% active; inhibition, % at 10 µM;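 active means inhibition above a set limit, near 3 SD of compounds lacking own fluorescence, cut at about 54% in these data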;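 further: plate controls were DMSO wells for no effect and 5 µM unlabelled arrestin peptide for full effect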
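System: GST-tagged AP2 beta2-adaptin appendage (R879A) on 4 µm glutathione beads / Reagent: FITC-arrestin peptide, 50 nM / Detection: HyperCyt-sampled flow cytometry, FL1 channel, ex 488/em 535 nm / Timing: 12 min plus 1 h, RT / Buffer or medium: PBS plus Tween 20 (0.05%) and BSA (0.1%)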
Pemphigus Ab inh: blocks pemphigus antibody binding to human desmoglein-3 | DSG3-coupled beads, scFv-anti-DSG3-GFP binding, flow cytometry; stronger effect = lower value | binding (percent of control), % at 10 µM | 310,000 tested, 0.48% active | AID 588358;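 active means binding more than 3 SD below its plate's average and above zero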;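 further: hits lower antibody fragment binding to DSG3; some compounds called inactive have numbers as strong as hits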
E coli growth: bacterial growth inhibition, counter-screen for AddAB inhibitors; E. coli V3065 growth, OD600 absorbance, 18 h; inhibition, % at 11.9 µM; 330,000 tested, 0.27% active;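 active means inhibition above the campaign's mean inhibition across all tested compounds plus 3 SD, cut at about 9.9% in these data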;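 further: uninfected addAB+ strain grown without phage in ampicillin broth; 0% = DMSO wells and 100% = ciprofloxacin 0.95 µg/ml wells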
AddAB inh: less growth of phage-infected E. coli with AddAB | 330,000 tested, 0.29% active | E. coli expressing H. pylori AddAB, absorbance growth | inhibition, % at 11.9 µM; in the data active means inhibition above about 12%;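 further: 0% = vehicle wells of infected cells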
PfHsp90 set2: reduces growth (ATP signal) of yeast expressing P. falciparum Hsp90 | S. cerevisiae expressing PfHsp90, BacTiter-Glo ATP, 48 h; yeast lacking PDR1 and PDR3 efflux regulators | inhibition, % at 9.4 µM | 310,000 tested, 0.32% active | AID 504621;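 active means every replicate shows inhibition above about 80%, whatever the replicate mean, limit read from the data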;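 further: 0% = DMSO neutral controls and 100% = 20 µM radicicol positive controls; yeast relying on Plasmodium falciparum Hsp90 in place of its own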
OPRM1-OPRD1 inv: inverse agonist of human OPRM1-OPRD1 heterodimerization. AID 504357. cell-based MOR-DOR heterodimer luminescence, inverse agonism. inhibition, % at 9.3 µM. 340,000 tested, 0.21% active; in the data active means inhibition above about 22%, passing the limit was not always enough;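 further: 0% = cells with DMSO and 100% = wells without cells with DMSO; values of inactives mirror those of a sister screen read the other way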
Target sequence (P35372 whole entry, looked up): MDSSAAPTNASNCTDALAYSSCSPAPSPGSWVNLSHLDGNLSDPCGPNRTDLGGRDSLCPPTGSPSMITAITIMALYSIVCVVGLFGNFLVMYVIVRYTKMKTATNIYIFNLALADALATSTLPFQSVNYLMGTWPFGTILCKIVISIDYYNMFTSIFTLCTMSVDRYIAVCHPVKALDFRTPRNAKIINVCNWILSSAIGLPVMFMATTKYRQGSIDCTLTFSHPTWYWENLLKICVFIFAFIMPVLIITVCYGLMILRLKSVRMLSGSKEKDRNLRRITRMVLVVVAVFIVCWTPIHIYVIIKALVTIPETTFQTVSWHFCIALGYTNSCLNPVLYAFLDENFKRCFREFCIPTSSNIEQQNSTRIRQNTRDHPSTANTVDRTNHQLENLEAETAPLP
Target sequence (P41143 whole entry, looked up): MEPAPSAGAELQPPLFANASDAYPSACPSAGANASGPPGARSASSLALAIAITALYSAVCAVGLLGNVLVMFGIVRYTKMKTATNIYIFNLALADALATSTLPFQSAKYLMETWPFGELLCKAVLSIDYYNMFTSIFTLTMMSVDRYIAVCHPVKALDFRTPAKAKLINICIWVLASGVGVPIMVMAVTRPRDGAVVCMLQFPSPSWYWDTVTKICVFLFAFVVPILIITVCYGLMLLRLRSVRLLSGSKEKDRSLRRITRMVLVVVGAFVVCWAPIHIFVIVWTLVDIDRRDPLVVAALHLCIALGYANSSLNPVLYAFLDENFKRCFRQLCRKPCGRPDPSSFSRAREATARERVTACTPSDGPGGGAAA
OPRM1-OPRD1 ag: agonists of human mu-delta opioid receptor heterodimerization | P35372+P41143 | cells, OPRM1-OPRD1 heterodimerization, luminescence | activation, % at 9.3 µM | 340,000 tested, 0.3% active; in the data active means activation above about 18%;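 further: 0% = vehicle-treated cells and 100% = reference agonist; values of inactives mirror those of a sister screen read the other way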
SUMO Mot1 rescue: inhibitors of SUMOylation pathway: yeast Mot1-301 growth rescue | S. cerevisiae Mot1-301 growth rescue, ATP luminescence, 38.5C; percent above DMSO median, 100 means doubled | growth rescue, % at 18.8 µM | 320,000 tested, 1% active | AID 2716;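 active means every valid replicate shows activation above 250% relative to neutral control wells; inactive means the rest, any valid replicate at or below 250%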;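 further: OY570 slx delta 5 strain wells were the positive control but not used for scaling; some compounds called inactive have numbers as strong as hits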
phage Ecoli inh: E. coli growth loss with phage present; growth absorbance; inhibition, % at 11.9 µM; 360,000 tested, 0.26% active; AID 651602; in the data active means inhibition above about 11%
* marks the source's active call; other numbers are inactive results; · = not tested or not shown.

SMILES	PKA-R1A act	Tat transport	Arrestin-AP2 inh	Pemphigus Ab inh	E coli growth	AddAB inh	PfHsp90 set2	OPRM1-OPRD1 inv	OPRM1-OPRD1 ag	SUMO Mot1 rescue	phage Ecoli inh
COC(=O)CSc1nc(NC(C)=O)nc(C)c1Br	3	2	1	108	-1.1	-2.3	9	12	-2.1	75	3.6
Cc1cc(C2=NNC(=Nc3ccc(S(=O)(=O)N4CCOCC4)cc3)SC2)c(C)n1C	-10	-3	-8	79	-3.0	-1.1	-29	8	-1.5	-6	-0.5
COc1cccc(CNC(=O)COC(=O)c2nn(C)c(=O)c3ccccc23)c1	0	0	-2	93	-1.6	-1.6	2	9	-1.8	-5	2.7
O=C(OCC(=O)N1CCC(Cc2ccccc2)CC1)c1cccnc1Cl	-6	0	0	89	-3.0	-1.5	·	8	-1.6	44	3.2
Cc1ccc(S(=O)(=O)CC(=O)N(CCCN2CCOCC2)c2nc3c(F)cccc3s2)cc1	0	-1	3	100	2.1	1.8	·	4	-0.6	10	5.3
COc1cccc(C(=O)Nc2cc(C)nn2-c2ccccc2)c1OC	5	6	22	98	-0.8	1.9	-25	21	-3.9	3	0.2
Cc1noc(C)c1S(=O)(=O)N1CCN(Cc2ccc3c(c2)OCO3)CC1	6	0	1	104	-1.6	4.0	-11	13	-2.6	19	1.4
O=C(CSc1cn[nH]n1)Nc1nc2ccccc2s1	-6	-7	34	104	-2.6	2.4	-8	-3	0.6	4	1.7
CCCCc1ccc(NC(=S)NCCCN2CCOCC2)cc1	-1	3	-6	89	-3.2	-1.1	39	5	-0.8	7	1.4
CCCC(=O)Nc1ccc(N2CCN(C(=O)CCC)CC2)cc1	-6	0	-4	98	0.3	0.7	-3	13	-2.2	4	0.6

Overlap with the part before: three entries, followed by the next part.
SMILES	PKA-R1A act	Tat transport	Arrestin-AP2 inh	Pemphigus Ab inh	E coli growth	AddAB inh	PfHsp90 set2	OPRM1-OPRD1 inv	OPRM1-OPRD1 ag	SUMO Mot1 rescue	phage Ecoli inh
O=C(CSc1cn[nH]n1)Nc1nc2ccccc2s1	-6	-7	34	104	-2.6	2.4	-8	-3	0.6	4	1.7
CCCCc1ccc(NC(=S)NCCCN2CCOCC2)cc1	-1	3	-6	89	-3.2	-1.1	39	5	-0.8	7	1.4
CCCC(=O)Nc1ccc(N2CCN(C(=O)CCC)CC2)cc1	-6	0	-4	98	0.3	0.7	-3	13	-2.2	4	0.6
CN1CCSc2ccc(C(=O)Nc3cccc(F)c3)cc21	-8	0	4	86	0.7	2.7	23	-8	1.6	-2	4.7
Cc1nc(N2CCN(C(=O)c3ccc(Cl)cc3)CC2)c(C#N)c2c1COC(C)(C)C2	-2	8	-5	118	0.9	0.8	-17	-22	4.7	-6	2.6
CC(C(=O)Nc1ccc(S(=O)(=O)Nc2ncccn2)cc1)N1C(=O)c2ccccc2S1(=O)=O (centres undefined)	-9	-15	2	94	-2.4	-0.2	-10	3	-0.4	9	2.5
Cc1ccc(C(=O)c2nc3c(n2O)CCCC3)cc1	16	-9	-6	·	-0.7	3.6	4	12	-2.8	-5	0.9
CCOC(=O)c1nc(C)c(C(C)=O)s1	-3	4	3	94	0.7	3.7	43	6	-1.1	-1	2.9
COc1cc(C(=O)NC(CCSC)C(=O)OCC(=O)C(C)(C)C)cc(OC)c1OC (centres undefined)	0	3	19	100	-1.4	1.6	-13	9	-1.8	·	0.5
O=c1[nH]c(CN2CCN(c3ccccc3)CC2)nc2scc(-c3ccccc3)c12	-5	-19	41	105	2.0	2.5	-5	-10	1.7	-12	3.0
O=S(=O)(c1ccccc1)c1nc(-c2ccco2)oc1N1CCOCC1	11	1	-6	97	-0.2	-0.7	18	13	-2.3	-22	2.0
COc1ccc(CC(=O)NC(C)(C)CC(C)=O)cc1OC	-3	3	-8	106	-1.3	2.7	-3	14	-2.4	12	0.9
O=S(=O)(c1ccc(Oc2ccc(S(=O)(=O)N(CCO)CCO)cc2)cc1)N(CCO)CCO	-17	-15	16	98	-0.1	2.2	-6	13	-2.5	9	4.2
CCN(Cc1ccncc1)C(=O)c1cc(Br)cc(Br)c1O	-1	-4	-10	99	-3.0	1.2	-21	8	-1.5	-5	2.4
COc1ccc(CC2(CO)CCN(Cc3cnc(-c4ccccc4C)nc3)CC2)cc1	0	6	39	92	-0.6	1.6	5	4	-0.8	·	1.5
CCN(CC)S(=O)(=O)c1ccc(OC(C)C)nc1	2	6	-4	104	-1.6	-0.5	·	11	-2.1	-5	2.4
Cc1ccc(S(=O)(=O)Cc2ccc(C(=O)NCCCN3CCN(C)CC3)o2)cc1	1	3	4	94	0.8	1.9	·	2	-0.4	17	2.6
O=C(CCNC(=O)c1ccc([N+](=O)[O-])cc1)NCc1ccco1	5	-6	2	·	-0.2	2.8	1	-4	0.9	8	6.0
COc1cc(/C=C(\C#N)C(=O)Nc2ccccn2)ccc1O	9	1	10	108	-0.4	2.7	-29	-8	1.0	0	2.4
O=C(O)c1ccc(-c2nc(-c3ccccc3)c(-c3ccccc3)[nH]2)cc1	-6	5	-8	101	0.5	1.8	-21	-18	2.7	-8	1.7
Cc1ccccc1NC(=O)C1CCCN(c2ncnc3onc(-c4ccc(F)cc4)c23)C1 (centres undefined)	4	8	-2	·	-1.6	-0.4	-18	16	-3.1	39	1.6
C[C@H](CO)N1C[C@H](C)[C@@H](CN(C)C(=O)Nc2ccc3c(c2)OCO3)Oc2ccc(NC(=O)Cn3cnnn3)cc2C1=O	9	1	6	81	-1.3	1.1	-12	3	-0.5	-8	-0.6
Cc1cccc(/C=C2\Sc3ccc(C(=O)NCC4CCCO4)cc3N(C)C2=O)c1 (centres undefined)	0	11	-6	111	-0.8	2.8	0	10	-1.9	31	2.7
COc1ccc(NC(=O)CSc2nnc(C3CCCCC3)n2-c2ccccc2)cc1	9	-1	-5	101	0.2	1.4	12	1	-0.1	66	3.1
C/C(=N\NC(=O)c1nnn(-c2nonc2N)c1COc1ccc(F)cc1)c1ccc(Cl)cc1	-2	-2	-3	·	0.2	-1.5	-3	11	-2.2	-8	4.5
Cc1c(C)c2c(OCC(=O)NCCCO)cc3c(c2oc1=O)CCC(C)(C)O3	-6	-8	-13	97	-2.2	-1.9	-18	15	-3.1	-11	1.8
COC(=O)c1ccccc1NC(=S)NC(C)=O	9	0	-6	101	2.2	0.0	-26	8	-1.6	2	2.0
Fc1cccc(NCc2cn3ccccc3n2)c1	-5	6	22	101	1.1	3.3	·	6	-1.0	285	4.0
COc1ccccc1N1CCN(C2CCN(S(=O)(=O)c3ccc(C)cc3)CC2)CC1	-7	4	23	101	2.1	2.2	12	1	-0.1	-7	2.8
COC(CNc1ncnc2sc(-c3ccccc3)cc12)OC	1	58*	-1	102	-2.1	-0.2	-18	10	-2.0	136	0.0
COC(=O)c1sccc1NC(=O)c1cccc(Cl)c1	-10	-10	-7	101	2.6	0.8	-17	-18	3.7	-9	2.3
Cc1ccccc1Nc1nnc(SCC(=O)Nc2ccccc2[N+](=O)[O-])s1	-12	-1	15	95	-2.5	4.2	-19	-12	1.9	332	2.9
COc1ccc(CC2(CO)CCN(C(C)Cc3ccc(Cl)cc3)CC2)cc1 (centres undefined)	-13	5	4	100	-1.7	-0.8	-3	-42	7.7	142	1.4

An excerpt from above in order of their number in PKA-R1A act, falling:
SMILES,PKA-R1A act
Fc1cccc(NCc2cn3ccccc3n2)c1,-5
Cc1ccccc1Nc1nnc(SCC(=O)Nc2ccccc2[N+](=O)[O-])s1,-12
COc1ccc(CC2(CO)CCN(C(C)Cc3ccc(Cl)cc3)CC2)cc1 (centres undefined),-13

Carrying on:
SMILES	PKA-R1A act	Tat transport	Arrestin-AP2 inh	Pemphigus Ab inh	E coli growth	AddAB inh	PfHsp90 set2	OPRM1-OPRD1 inv	OPRM1-OPRD1 ag	SUMO Mot1 rescue	phage Ecoli inh
O=C(NCC1CCCO1)c1cc(C(=O)C2CCCCC2)c[nH]1 (centres undefined)	-1	10	2	116	-0.2	-0.5	·	2	-0.4	4	3.2
CCc1ccc(OCC(=O)Nc2ccncc2)cc1	7	0	6	117	0.9	3.1	-5	3	-0.6	17	-1.9
CC1CCC(N2CCN(c3ncccn3)CC2)C1 (centres undefined)	-4	-5	16	101	-2.1	1.6	18	-5	0.9	0	3.5
CCCCn1c(S(=O)(=O)O)nc2ccccc21	-9	-4	1	91	-0.8	0.2	·	8	-1.4	2	0.6
O=C(C[n+]1ccc2ccccc2c1)c1cccc2ccccc12	7	1	-10	107	1.6	-0.6	-20	-22	3.1	-7	4.2
C[C@H]1CN(S(=O)C(C)(C)C)[C@@H](CCO)/C1=C\c1ccccc1 (some centres undefined)	8	-15	0	95	·	·	-12	7	-1.6	·	2.6
CCOc1ccccc1NC(=O)C1CCCN(c2c(CC)c(C)nc3ncnn23)C1 (centres undefined)	-16	-1	29	114	-0.8	2.5	6	-9	1.2	-3	1.8
Cc1cccc(OCCNC(=S)NC(=O)c2cncc(Br)c2)c1	4	2	-7	101	0.6	0.9	-4	6	-1.2	-6	0.4

Some values from the entries so far:
Pemphigus Ab inh, CCOc1ccccc1NC(=O)C1CCCN(c2c(CC)c(C)nc3ncnn23)C1 (centres undefined) → 114
OPRM1-OPRD1 ag, Cc1cccc(OCCNC(=S)NC(=O)c2cncc(Br)c2)c1 → -1.2
Arrestin-AP2 inh, O=C(C[n+]1ccc2ccccc2c1)c1cccc2ccccc12 → -10
